L929 necroptosis: inhibitors of zVAD-triggered necroptosis, primary screen, L929 cells; 0.38% of 220,000 active; L929 zVAD necroptosis rescue, ATP luminescence, 24 h; with zVAD 60 µM; viability rescue, % at 10 µM; AID 1377, 2008;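 active = activation, scaled between plate controls, above about 75%, limit read from the data; inactive = activation under that limit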;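 also: 0% = zVAD with DMSO and 100% = DMSO alone without zVAD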
Hck-Nef inh: inhibitors of Nef-activated human Hck kinase, primary screen, biochemical, Z-Lyte FRET, 384-well, Hck-YEEI; Recombinant Hck-YEEI plus Nef, Z-Lyte FRET kinase assay; 0.68% of 220,000 active; Tyrosine-protein kinase HCK (Homo sapiens), P08631; inhibition, % at 20 µM; AID 463187, 2010;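 active = Hck-Nef kinase inhibition above about 50%, limit read from the data; inactive = inhibition below that limit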;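 also: 0% = DMSO with Hck plus Nef and 100% = Hck alone without Nef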
EP2 modulator: EP2 receptor modulators, cAMP readout, primary screen, cell-based, HTRF cAMP, PGE2 stimulation; Prostaglandin E2 receptor EP2 subtype (Homo sapiens), P43116; EP2-expressing cells, cAMP HTRF FRET, PGE2 co-stimulation; induction, % at 25 µM; 0.83% of 260,000 active;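 active = compounds whose cAMP rise, as percent of the full-agonist control response, exceeds 60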;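 also: rat C6 glioma line stably carrying human EP2 under a CMV promoter; the protocol text gives 20 µM as final concentration; 100% = response of wells given 1 µM PGE2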
Target sequence (P43116 whole entry, looked up): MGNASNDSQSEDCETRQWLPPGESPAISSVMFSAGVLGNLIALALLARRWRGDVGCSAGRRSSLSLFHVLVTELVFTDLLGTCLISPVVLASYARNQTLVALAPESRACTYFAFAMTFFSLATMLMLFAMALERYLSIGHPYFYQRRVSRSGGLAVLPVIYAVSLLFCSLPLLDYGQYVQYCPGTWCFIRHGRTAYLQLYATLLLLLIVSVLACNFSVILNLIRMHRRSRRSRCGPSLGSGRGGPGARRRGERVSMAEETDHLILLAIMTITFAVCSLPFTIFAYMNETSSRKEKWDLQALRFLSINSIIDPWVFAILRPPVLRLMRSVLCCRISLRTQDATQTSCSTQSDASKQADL
14-3-3 Bad inh: inhibitors of 14-3-3 zeta/Bad binding, primary screen, biochemical, TR-FRET, bovine 14-3-3 zeta; 0.71% of 220,000 active; 14-3-3 protein zeta/delta (Bos taurus), P63103; inhibition, % at 21.7 µM; TR-FRET 14-3-3zeta/Dy647-pBad peptide displacement, 1 h;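 active = inhibition above about 70%, limit read from the data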;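 also: 0% = full 14-3-3 plus peptide FRET controls and 100% = background without 14-3-3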
Target sequence (P63103 whole entry, looked up): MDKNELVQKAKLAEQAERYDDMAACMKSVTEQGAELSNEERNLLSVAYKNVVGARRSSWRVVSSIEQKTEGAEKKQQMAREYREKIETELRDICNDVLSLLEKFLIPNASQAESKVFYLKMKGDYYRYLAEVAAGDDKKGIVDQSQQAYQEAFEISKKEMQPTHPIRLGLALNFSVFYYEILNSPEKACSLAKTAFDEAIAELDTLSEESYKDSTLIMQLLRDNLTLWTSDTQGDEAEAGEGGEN
TbHK1 inh: Trypanosoma brucei hexokinase 1 inhibitors, primary screen, biochemical, G6PDH-coupled NADH absorbance, MLSCN library; recombinant TbHK1, G6PDH-coupled NADH A340; 0.11% of 220,000 active; hexokinase 1 [Trypanosoma brucei]; inhibition, % at 10 µM;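 active = inhibition of 50% or more in the single-dose primary screen; inactive = inhibition below 50%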
Rad51 HR inh: human RAD51 strand exchange inhibitors, primary screen, biochemical, fluorescence; AID 1385, 2008; inhibition, % at 10 µM; 0.085% of 200,000 active; hRad51 DNA strand exchange, fluorescence dequenching;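 active = inhibition above 40% at the single screening dose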;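 also: 0% = DMSO control wells and 100% = blanks with heterologous ssDNA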
Target sequence (Q06609 whole entry, looked up): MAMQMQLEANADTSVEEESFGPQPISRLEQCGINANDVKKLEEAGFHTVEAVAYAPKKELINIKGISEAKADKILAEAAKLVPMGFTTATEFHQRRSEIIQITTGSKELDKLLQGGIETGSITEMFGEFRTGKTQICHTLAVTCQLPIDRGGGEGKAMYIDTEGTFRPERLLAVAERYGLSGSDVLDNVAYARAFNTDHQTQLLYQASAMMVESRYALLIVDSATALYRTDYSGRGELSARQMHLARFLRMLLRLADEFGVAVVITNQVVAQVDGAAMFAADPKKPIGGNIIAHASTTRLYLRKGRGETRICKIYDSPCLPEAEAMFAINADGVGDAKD
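System: hRad51 filaments on single-stranded DNA; reagent: Fluorescein- and BHQ1-tagged 47-mer duplex; compound dosing: one concentration, 10 µM final; timing: filaments 15 min 37 °C, then compound 30 min; measured by: fluorescein emission 520 nm, excitation 485 nm; benchmarks: per-plate controls and blanks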
m-calpain inh: inhibitors of pig calpain II, primary screen, biochemical, fluorogenic peptide substrate, 1536-well. purified calpain II, 30 min. inhibition, % at 16 µM. 0.37% of 220,000 active. AID 1236, 2008;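 active = inhibition above about 50%, limit read from the data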
eIF4E-4G inh: eIF4E–eIF4G protein interaction inhibitors, primary screen, biochemical, uHTS, TR-FRET, eIF4GI fragment. Eukaryotic translation initiation factor 4E (Mus musculus) + Eukaryotic translation …. TR-FRET eIF4E-eIF4GI(517-606) binding, 2 h. inhibition, % at 21.7 µM. 0.37% of 220,000 active;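 active = inhibition above about 30%, limit read from the data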;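 also: 0% = full FRET control wells and 100% = background wells lacking eIF4GI fragment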
PGE2 EP2 inh: human EP2 receptor antagonists, primary screen, TR-FRET cAMP, C6 glioma cells; C6 glioma cells expressing human EP2; cells stimulated with saturating PGE2; inhibition, % at 25 µM; Prostaglandin E2 receptor EP2 subtype (Homo sapiens), P43116; AID 1422, 2008; 0.52% of 260,000 active;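 active = percent inhibition above 40 after rounding to a whole number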;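 also: rat C6 glioma host cells with rolipram phosphodiesterase inhibitor present; the protocol text gives 20 µM as final concentration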
* marks the source's active call; other numbers are inactive results; nt = not tested or not shown; & = joins results of further samples; [ ] = another dose, or the depositor's remark. Some of the compounds tested. The share of hits here may be higher or lower than overall.

SMILES | L929 necroptosis | Hck-Nef inh | EP2 modulator | 14-3-3 Bad inh | TbHK1 inh | Rad51 HR inh | m-calpain inh | eIF4E-4G inh | PGE2 EP2 inh
CN(C)S(=O)(=O)c1ccc(C(=O)Nc2ccccc2SCCC#N)cc1 | 2.8 | 9 | -13 | -10 | 3 | 9 | -17 | -5 | 8
c1ccc(-n2ncc3c(NCCN4CCOCC4)ncnc32)cc1 | -0.1 | 4 | 5 | -8 | 5 | -1 | -24 | 0 | 7
COc1ccccc1C1C=C(c2ccc(C)cc2)Nc2nnnn21 (stereo not drawn) | 1.0 | 0 | -14 | nt | 1 | nt | -15 | nt | nt
COC(=O)c1ccc(C(=O)OC)c(NC(=O)N2c3ccccc3Sc3ccccc32)c1 | 1.4 | 9 | 42 | -3 | -12 | 4 | -43 | 0 | 21
Cc1ccc(S(=O)(=O)N2CCSC2c2ccco2)cc1 (stereo not drawn) | 0.6 | 1 | 23 | 10[fluorescence artefact?] | -8 | 4 | 35 | 2 | 5
CCn1c(SCC(=O)c2c[nH]c3ccccc23)nc2cc(S(=O)(=O)N3CCOCC3)ccc21 | -0.1 | -2 | -29 | 16[fluorescence artefact?] | -6 | -17 | 22 | -3 | 9
Cc1ccc(C2C(C(=O)c3cccs3)=C(O)C(=O)N2c2cccc(C)n2)cc1 (stereo not drawn) | 0.5 | -10 | 24 | 0 | -25 | nt | -33 | 0 | 12
CC(=O)Nc1ccc(S(=O)(=O)N2CCN(c3cc4c(cc3[N+](=O)[O-])n(C)c(=O)n4C)CC2)cc1 | -0.4 | 1 | -36 | -1 | -12 | -2 | 17 | -5 | 5
COc1cc(OC)cc(C(=O)NCc2ccc(-n3cccc3)cc2)c1 | -0.8 | 18 | -54 | 0 | 9 | -4 | 7 | 1 | 17
Cc1nn(C)c(C)c1NC(=O)CCCSc1nc(-c2ccco2)cc(C(F)(F)F)n1 | 1.8 | 4 | -7&6 | -4[fluorescence artefact?] | -16 | 7 | 8 | 0 | 35&1
Cc1ccc(NC(=O)C(Cc2ccccc2)N2C(=O)C3C4CCC(C4)C3C2=O)cc1Cl (stereo not drawn) | 0.7 | 0 | -1 | -5 | 4 | 5 | 7 | 4 | 21
COc1ccccc1CNC(=O)CN(Cc1ccc(Cl)cc1)S(C)(=O)=O | -0.1 | 3 | -9 | -3 | 3 | nt | 10 | -3 | 7
COC(=O)c1ccccc1NC(=O)COC(C)=O | -0.3 | 3 | 15 | -5 | 3 | nt | -97 | -1[fluorescence artefact?] | 13
O=C(c1ccccc1)N(Cc1ccc(F)cc1)Cc1nc2ccccc2c(=O)[nH]1 | -0.2 | -13 | 18 | -2[fluorescence artefact?] | 9 | 0 | -6 | 0[fluorescence artefact?] | 5
CCN1CCN(c2ncnc3sc(C(=O)Nc4ccccc4F)c(C)c23)CC1 | 3.4 | 3 | -12 | -5 | -15 | 14 | 14 | 16 | 16
O/N=C1\CC/C(=N\O)c2nn(-c3ccc(Cl)cc3Cl)nc21 | -0.1 | 3 | -28 | -2 | -6 | 1 | -9 | 4 | 6
Cc1cccc(OCCCn2c(=O)oc3ccc(C)cc32)c1 | -0.4 | 18 | 59&28 | -2 | -4 | -2 | 20 | 2 | 10&14
CCOC(=O)CN1NC2(CCC(C(C)(C)C)CC2)NC1=S (stereo not drawn) | -0.3 | -1 | 24 | -14 | 9 | 7 | -20 | -2[fluorescence artefact?] | 17
COc1ccc(C(=O)Oc2ccc(C(=S)N3CCOCC3)cc2)cc1 | 1.8 | 15 | -68 | 3 | 0 | 4 | -2 | 1 | 13
O=C(c1ccc2c(c1)OCCO2)N1CCN(c2ccc([N+](=O)[O-])cc2)CC1 | -0.7 | 26 | -70 | -4 | -11 | -3 | 7 | 1 | 7
CCn1c(=O)cc(OCC(=O)Nc2ccc3c(c2)OCCO3)c2ccccc21 | 1.3 | -2 | -13 | 10 | 2 | 0 | 6 | 4 | 4
CCc1ccccc1NC(=O)Nc1cc(F)ccc1F | 2.9 | -8 | -48 | -9 | -4 | 7 | -7 | -6 | 20
CCC(C)c1ccccc1NC(=O)C1CCCO1 (stereo not drawn) | 0.5 | -14 | 9 | 0 | 28 | 7 | -15 | -4 | 26
N#Cc1c(NC(=S)NC(=O)c2ccccc2)sc2c1CCCC2 | 0.3 | 8 | -28 | -8[fluorescence artefact?] | -1 | 1 | -9 | 8 | 9
Cc1ccc(C(=O)NCC#N)cc1 | 0.4 | 22 | 16 | -8 | 9 | 20 | -11 | -1 | 4
Cc1ccc(NS(=O)(=O)c2cc(C(=O)NCc3ccccn3)ccc2Cl)cc1C | 0.1 | 1 | -14 | 24[fluorescence artefact?] | 0 | 5 | 11 | 11 | 2
COc1ccc(CCC(=O)Nc2nc(-c3ccncc3)cs2)cc1 | 22 | 25 | -53 | -8 | -6 | -4 | -69 | -2 | 12
CSc1nnc2c(n1)OC(c1ccsc1)N(C(C)=O)c1ccccc1-2 (stereo not drawn) | -0.1 | 0 | -2 | -2 | -13 | 9 | 6 | -9 | 3
CC(C)OCCCNC(=O)C1CCN(S(=O)(=O)N2CCCC2)CC1 | 0.9 | 22 | 0 | -2 | -2 | 3 | -36 | -3 | 6
CC(=O)Nc1ccc(Nc2cc(N3CCOCC3)c3nonc3c2[N+](=O)[O-])cc1 | 8.1 | 22 | 15 | -5 | -30 | -17 | -8 | 3 | 6
Nc1ccc(C23CC4CC(CC(O)(C4)C2)C3)cc1 | 0.5 | 2 | -30 | -8[fluorescence artefact?] | -2 | 9 | -5 | -4 | 7
COc1ccc(C(=O)Nc2ccncc2)c(OC)c1 | 8.7 | 18 | 1 | -7 | -1 | -2 | -22 | -4 | 8
Cc1cc(N(C)C)c(C#N)c(N2CCCCC2)n1 | 1.0 | 9 | 4 | 4 | -9 | 4 | -2 | -2 | 16
CC(C)CN(C(=O)COC(=O)c1nc(Cl)ccc1Cl)C1CCS(=O)(=O)C1 (stereo not drawn) | 1.8 | -15 | 20 | -5 | 2 | 7 | -25 | 1 | 2
COc1cccc(/C=C/C(=O)OCC(=O)Nc2ccccc2Sc2ccccc2)c1 | 1.3 | -2 | -6 | 8 | 14 | 28 | 7 | -2[fluorescence artefact?] | 6
CC(=O)Nc1c(-c2ccc(F)cc2)nc2ccccn12 | -0.2 | 12 | -2 | 3 | 0 | 6 | -73 | -1[fluorescence artefact?] | 11
O=C(O)c1ccc(OCC(O)Cn2cnc3ccccc32)cc1 (stereo not drawn) | -0.4 | -1 | 10 | 66 | 2 | -11 | -48 | 4[fluorescence artefact?] | 12
COc1ccccc1-c1noc(-c2ccccc2C(=O)Nc2cccnc2)n1 | 0.6 | -23 | 11 | 9[fluorescence artefact?] | 4 | 9 | -26 | 2[fluorescence artefact?] | 6
Cc1ccccc1NC(=O)c1onc2c1CCCC2 | -0.2 | 1 | -22 | -1 | -4 | -5 | 8 | -4 | 9
Brc1ccc(-c2csc(-c3ccncc3)n2)cc1 | 0.2 | 3 | 44 | 26 | 4 | -7 | -1 | 19 | -1
CS(=O)(=O)N1CCCC(C(=O)NCc2ccc(F)cc2)C1 (stereo not drawn) | 2.2 | -2 | 12 | 0 | 5 | 2 | -22 | -5 | 2
O=C(CCn1nc(-c2ccc(Cl)cc2)c2ccccc2c1=O)Nc1cccnc1 | -2.1 | 19 | -4 | -3 | -7 | -1 | 15 | -2 | 5
CCOc1ccccc1NC(=O)CSc1nc2nc(-c3cccs3)cc(C(F)(F)F)c2c(=O)[nH]1 | -0.1 | 38 | 28 | -6 | 0 | 6 | -39 | -3 | 7
O=C(CSc1ccc(-c2cccs2)nn1)NCCc1ccccc1 | 1.0 | 18 | -10 | -8 | -1 | -7 | -10 | 2 | 6
Cc1c(NC(=S)N/C(=N/S(=O)(=O)c2ccccc2)c2ccccc2)c(=O)n(-c2ccccc2)n1C | 0.3 | 22 | -16 | 0 | 4 | nt | -12 | -4 | 11

3 structures already listed, sorted by SMILES length, lowest first:
SMILES | L929 necroptosis | Hck-Nef inh | EP2 modulator | 14-3-3 Bad inh | TbHK1 inh | Rad51 HR inh | m-calpain inh | eIF4E-4G inh | PGE2 EP2 inh
CC(=O)Nc1c(-c2ccc(F)cc2)nc2ccccn12 | -0.2 | 12 | -2 | 3 | 0 | 6 | -73 | -1[fluorescence artefact?] | 11
CN(C)S(=O)(=O)c1ccc(C(=O)Nc2ccccc2SCCC#N)cc1 | 2.8 | 9 | -13 | -10 | 3 | 9 | -17 | -5 | 8
Cc1ccc(NS(=O)(=O)c2cc(C(=O)NCc3ccccn3)ccc2Cl)cc1C | 0.1 | 1 | -14 | 24[fluorescence artefact?] | 0 | 5 | 11 | 11 | 2

(further entries)
SMILES | L929 necroptosis | Hck-Nef inh | EP2 modulator | 14-3-3 Bad inh | TbHK1 inh | Rad51 HR inh | m-calpain inh | eIF4E-4G inh | PGE2 EP2 inh
CC(=O)n1cc([C@H]2C=C(C(=O)NCc3ccccc3)O[C@@H](OCCCCO)C2)c2ccccc21 | 3.6 | -2 | -11 | -6 | -22 | -1 | -32 | -1 | 19
CC(/C=N/NC(=O)c1ccc2nc(C)[nH]c2c1)=C\c1ccccc1 | 6.3 | 2 | 4 | 1 | -26 | 6 | -27 | 1 | 7
CCOC(=O)C(=NC(C)C)NNc1cc(Cl)ccc1Cl | 0.6 | 3 | 25 | -3 | -6 | nt | -1 | -3 | -2
CC(C)(C)c1ccc(C(=O)NNc2ccc(F)cc2F)cc1 | 0.3 | 18 | -23 | 44 | -2 | -3 | -16 | -9 | 3
O=C(NCC1CCCO1)Nc1ccccc1 (stereo not drawn) | 0.0 | 3 | 10 | -5 | 1 | 5 | 3 | 5 | 17
CC(=O)N(C)c1nc(N)n(-c2ccccc2)n1 | 0.4 | 18 | 18 | -3 | 1 | 0 | -12 | -1 | 4
CCC1Nc2ccccc2-c2nnc(SC)nc2O1 (stereo not drawn) | -0.5 | -19 | -29 | 14[fluorescence artefact?] | -10 | -1 | 3 | -5 | 7
CCOC(=O)/C(=C\c1cccc(O)c1)c1nc2sc(C)c(C)c2c(=O)[nH]1 | 0.5 | 33 | -23 | 12 | 25 | 1 | 17 | 3 | 11
NS(=O)(=O)c1cccc(NC(=O)Nc2ccccc2)c1 | 1.7 | 14 | -22 | 2 | 0 | -19 | 24 | -8 | 11
Cc1c(Br)c([N+](=O)[O-])nn1CC(=O)NCCc1ccc(Cl)cc1 | 1.6 | 12 | -5 | 6 | 0 | nt | 8 | 0 | 3
COc1cc(C(=O)Nc2ccc3c(c2)OCCO3)c(-n2cnnn2)cc1OC | 1.2 | 5 | 31 | -9 | -2 | -1 | 0 | -11 | 4
COc1cccc(-c2cc(-c3cccnc3)c(C#N)c(N)n2)c1 | -0.3 | 20 | 8 | 12 | -21 | -2 | -208 | -3 | 10
CCOC(=O)CSc1nnc(CNC(=O)c2ccc(S(=O)(=O)N3CCCC3)cc2)n1C | -0.2 | 0 | 5 | -9 | -6 | nt | 37 | 1 | nt
CN1Cc2sc(NC(=S)NC(=O)c3ccccc3)c(C#N)c2CC1(C)C | 2.1 | 9 | -21 | 8 | -14 | nt | -41 | 1 | 7
